Screening data (PubChem BioAssay)
A549 viability = Nrf2 qHTS screen for inhibitors: counterscreen for cytotoxicity; hit rate 0.16% among 390,000; AID 504648, 2011; A549 ARE-Fluc cells, CellTiter-Fluor viability, 18-24 h; Potency, µM (highest dose often 46 µM), without a hit: at the highest dose activity change, negative = cytotoxicity, actives largely listed as inhibitors; note: potency is the fitted concentration of half-maximal effect; % is set by controls: 0 for no effect and ±100 for the full control effect
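Cytotoxicity counterscreen: CellTiter-Fluor fluorescence was measured in A549 ARE_Fluc cells after 18-24 h of compound exposure in a concentration series. The subsequent BugLite luminescent read reports ARE-luciferase activity.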
HepG2 tox = qHTS for Inhibitors of TGF-b: Cytotox Counterscreen | HepG2 CAGA-GFP viability, ATP luminescence, 18 h | Potency, µM (titrated, usually from 46.1 µM), without a hit: at the highest dose activity change, negative = cytotoxicity, usual class: cytotoxic | hit rate 0.76% among 410,000 | AID 588856, 2011; note: potency is the fitted concentration of half-maximal effect; some results filed as inactive show a strong effect at the top dose
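HepG2 CAGA-GFP cells (1000/well, DMEM with 1% FBS) received compound, then TGF-beta at 500 pg/mL final, and were incubated 18 hours at 37 degrees C. Viability was read by CellTiter-Glo luminescence. Media-only wells were set as complete cell-killing and DMSO as no toxicity.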
TGFb inhibitor = qHTS for Inhibitors of TGF-b; hit rate 1.2% among 410,000; HepG2 CAGA-GFP TGF-b/SMAD3 reporter, GFP fluorescence, 18 h; TGF-beta stimulated, 500 pg/mL final; Potency, µM (series often up to 46.1 µM), for the others: at the highest dose activity, negative = inhibition, usual class: inhibitors; note: potency is the fitted concentration of half-maximal effect; % is set by controls: 0 for no effect and ±100 for the full control effect; nearly all actives have a fitted effect of over 65% in size
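First, reporter cells (HEPG2 CAGA-GFP) rested 2 h at 37 degrees C. Next, compounds were pinned in and TGF-beta added to 500 pg/mL final. After 18 h, GFP was imaged per cell and summed per well.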
Abeta yeast res = qHTS for compounds that reverse cellular toxicity of Amyloid beta (A-beta) peptide in yeast: Primary Screen. hit rate 0.063% among 410,000. Potency, µM (highest dose often 46.1 µM), inactives show at the highest dose growth rescue, most hits filed as activators. yeast expressing A-beta42, growth rescue, OD600, 48 h; response scale: 0% DMSO, 100% iron-clioquinol control; note: potency is the fitted concentration of half-maximal effect; nearly all actives have a fitted effect of over 55% in size
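Growth rescue measured by 600 nm absorbance after 48 h yeast culture at 30 C with compound. Values normalized between DMSO and an equimolar ferric chloride plus clioquinol control.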
pAkt inh = HTS Assay for Inhibitors of Akt Phophorylation: Primary Screen; Neuro2A IGF-stimulated pAkt S473 HTRF, 20 min; hits give low values; activity change, % for hits at 50 µM; hit rate 0.32% among 360,000; AID 651550, 2012; in the data active = activity change below about -80%; inconclusive = mostly about -51% to -80%; note: % is set by controls: 0 for no effect and ±100 for the full control effect
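Single-point screen (50 µM final compound) in Neuro2A cells stimulated 20 min with 6 nM IGF at 37 deg C. After lysis, Ser473-phosphorylated Akt read by HTRF (ex 330 nm, em 615/665 nm) as the 665/615 ratio.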
Nrf2 block = Nrf2 qHTS screen for inhibitors. A549 ARE-Fluc reporter, luciferase luminescence, 18-24 h. Potency, µM (series often up to 46 µM), without a hit: at the highest dose activity change, negative = inhibition, most hits filed as inhibitors. hit rate 2.1% among 360,000; note: potency is the fitted concentration of half-maximal effect; % is set by controls: 0 for no effect and ±100 for the full control effect; nearly all actives have a fitted effect of over 60% in size
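A549 ARE_Fluc cells, 5000/well, 5% FBS OPTI-MEM; compounds in dose-response, 18-24 h at 37 °C/5% CO2; CellTiter-Fluor viability read (Ex 405/Em 525), then BugLite luciferase luminescence = Nrf2 activity.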
MmCpn inh = Inhibitors of TCP-1 ring complex (TRiC) of Methanococcus maripaludis (MmCpn): qHTS; purified Mm-Cpn ATPase, ADP Transcreener TR-FRET; Potency, µM (highest dose often 76.9 µM), inactives show at the top dose activity, negative = inhibition, usual class: inhibitors; AID 504842, 2011; hit rate 0.031% among 330,000; Chaperonin Mm-Cpn (Methanococcus maripaludis); note: potency is the fitted concentration of half-maximal effect; % is set by controls: 0 for no effect and ±100 for the full control effect; nearly all actives have a fitted effect of over 80% in size
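ATP (10 uM final) was added to archaeal chaperonin (25 nM final) after 10 min exposure to test compound at 37°C; after 30 min further incubation, ADP was detected by competitive TR-FRET.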
Nrf2 activator = qHTS of Nrf2 Activators. Potency, µM (series often up to 46.1 µM), without a hit: at the highest dose activation, hits mostly activators. hit rate 0.31% among 410,000. AID 624171, 2012. AREc32 ARE-luciferase reporter (MCF7-derived line), luminescence, 24 h; note: potency is the fitted concentration of half-maximal effect; % of control where 0% means no effect; nearly all actives have a fitted effect of over 65% in size
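Luciferase luminescence (Steady-Glo, 30 min at room temperature) served as the read-out of ARE activation in AREc32 cells treated with compounds for 24 hr at 37 deg C.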
CCT modulator = High-Throughput Screening for Modulators of Cytosolic Chaperonin Activity | purified chaperonin ATPase assay, HTRF ADP detection, 30 min | activity change, % (concentration not given with the values), hits read low | hit rate 0.3% among 360,000 | AID 651819, 2012; in the data active = activity change below about -30%; note: % is set by controls: 0 for no effect and ±100 for the full control effect
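TRiC (40 or 20 nM final, by batch activity) in 30 mM Tris pH 7.4, 100 mM KCl, 5 mM MgCl2, 1 mM DTT was treated with compound at 76 uM single dose, then 10 uM ATP, 30 min at 37 °C. ADP was read by HTRF Transcreener.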
Numbers without * were called inactive; & = joins results of further samples; [ ] = another dose, or the depositor's remark. Unless noted, calls come from the whole dose curve; as a rule, active = well fitted curve in the direction sought with a large enough effect; inconclusive = small, poorly fitted or top-dose-only effect, or another doubt; inactive = no such curve, though single readings can be large; an effect the other way counts as inactive or inconclusive. Rows are unselected. Share with any hit: about 4.3%.

What do the screens show for `CN(C)S(=O)(=O)c1cc(NC(=O)CNCc2ccc(F)cc2)ccc1Cl`?
A549 viability: -12%; HepG2 tox: -18%; TGFb inhibitor: 0%; Abeta yeast res: 0%; pAkt inh: inactive; Nrf2 block: inconclusive; MmCpn inh: 1%; Nrf2 activator: -0.3%; CCT modulator: 0.4

What do the screens show for `COc1ccc2c(c1)[C@H]1[C@H](CO2)[C@H](c2ccccc2)[C@]2(C)C(=O)Nc3ccccc3C(=O)N12`?
A549 viability: -3%; HepG2 tox: 0%; TGFb inhibitor: -14%; Abeta yeast res: 14%; pAkt inh: inactive; Nrf2 block: 10%; MmCpn inh: -8%; Nrf2 activator: 7.5%; CCT modulator: -0.5

What do the screens show for `C=C(C)CNC(=S)N/N=C/c1ccc(N2CCOCC2)cc1`?
A549 viability: 1%; HepG2 tox: -8%; TGFb inhibitor: -23%; Abeta yeast res: inconclusive; pAkt inh: inactive; Nrf2 block: inconclusive; MmCpn inh: -1%; Nrf2 activator: 4.1%; CCT modulator: 1.5

How did CCN(CC(=O)NCCN1CCOCC1)S(=O)(=O)c1ccc(F)cc1 do in these assays?
A549 viability: 0%; HepG2 tox: 1%; TGFb inhibitor: 8%; Abeta yeast res: -9%; pAkt inh: inactive; Nrf2 block: 6%; MmCpn inh: -2%; Nrf2 activator: 0.0%; CCT modulator: 2.1

Results for Cc1ccc(S(=O)(=O)N2CCOCC2)cc1C(=O)c1nccn1C ?
A549 viability: -4%; HepG2 tox: 24%; TGFb inhibitor: 45%[activator]; Abeta yeast res: 5%; pAkt inh: inactive; Nrf2 block: 7%; MmCpn inh: 0%; Nrf2 activator: -0.9%; CCT modulator: 2.9

How did O=C1C2Sc3[nH]c(=O)sc3C(c3ccccc3)C2C(=O)N1c1ccccc1 (stereo not given) do in these assays?
A549 viability: -6%; HepG2 tox: 2%; TGFb inhibitor: 7%; Abeta yeast res: 7%; pAkt inh: inactive; Nrf2 block: 6%; MmCpn inh: 1%; Nrf2 activator: -0.7%; CCT modulator: 0.8

Results for CCC(C)Sc1nc2c(c(=O)[nH]1)C(c1cccs1)C1=C(CCCC1=O)N2 (stereo not given) ?
A549 viability: -19%; HepG2 tox: -51%; TGFb inhibitor: inconclusive; Abeta yeast res: 4%; pAkt inh: inactive; Nrf2 block: -14%; MmCpn inh: -2%; Nrf2 activator: 0.3%; CCT modulator: 0.0

Results for CCOc1cc2c(C)cc(=O)oc2cc1Cl ?
A549 viability: 4%; HepG2 tox: 8%; TGFb inhibitor: 6%; Abeta yeast res: 26%; pAkt inh: inactive; Nrf2 block: -14%; MmCpn inh: 1%; Nrf2 activator: 3.5%; CCT modulator: -0.2

What do the screens show for `CCOC(=O)c1c(C)c(C(=O)NCc2ccco2)c(C)n1CC`?
A549 viability: 5%; HepG2 tox: -3%; TGFb inhibitor: -7%; Abeta yeast res: 2%; pAkt inh: inactive; Nrf2 block: inconclusive; MmCpn inh: 2%; Nrf2 activator: 1.6%; CCT modulator: -2.7

How did Nc1ncnc2nc(SCc3ccccc3)[nH]c12 do in these assays?
A549 viability: 2%; HepG2 tox: -30%; TGFb inhibitor: 18%; Abeta yeast res: 5%; pAkt inh: -113%*; Nrf2 block: -9%; MmCpn inh: 1%; Nrf2 activator: 0.0%; CCT modulator: 0.0

The last two compounds of the part above come first, to join the parts.
What do the screens show for `CCOC(=O)c1c(C)c(C(=O)NCc2ccco2)c(C)n1CC`?
A549 viability: 5%; HepG2 tox: -3%; TGFb inhibitor: -7%; Abeta yeast res: 2%; pAkt inh: inactive; Nrf2 block: inconclusive; MmCpn inh: 2%; Nrf2 activator: 1.6%; CCT modulator: -2.7

How did Nc1ncnc2nc(SCc3ccccc3)[nH]c12 do in these assays?
A549 viability: 2%; HepG2 tox: -30%; TGFb inhibitor: 18%; Abeta yeast res: 5%; pAkt inh: -113%*; Nrf2 block: -9%; MmCpn inh: 1%; Nrf2 activator: 0.0%; CCT modulator: 0.0

What do the screens show for `CC(=O)c1ccc(NC(=O)CCc2c(C)nn(-c3ccc(N4CCOCC4)nn3)c2C)cc1`?
A549 viability: 9%&6%; HepG2 tox: 1%&-5%; TGFb inhibitor: 6%&1%; Abeta yeast res: 7%&2%; pAkt inh: inactive; Nrf2 block: inconclusive; MmCpn inh: -4%; Nrf2 activator: 3.9%&4.8%; CCT modulator: 0.0

Results for CCN1C(C)=C(C)S/C1=C1\SC(=S)N(C2CCCCC2)C1=O ?
A549 viability: -4%; HepG2 tox: -10%; TGFb inhibitor: 10%; Abeta yeast res: -8%; pAkt inh: inactive; Nrf2 block: -10%; MmCpn inh: 2%; Nrf2 activator: 2.8%; CCT modulator: 0.7

Results for Cc1cccc(/C=C2/SC(=O)N(Cc3ccccc3Cl)C2=O)n1 ?
A549 viability: -9%; HepG2 tox: -7%; TGFb inhibitor: 5%; Abeta yeast res: 6%; pAkt inh: inactive; Nrf2 block: inconclusive; MmCpn inh: 1%; Nrf2 activator: 1.8%; CCT modulator: 0.3

How did O=C(Cn1c(-c2cccs2)cc2ccccc21)NCCCN1CCN(c2ccc(F)cc2)CC1 do in these assays?
A549 viability: inconclusive; HepG2 tox: -28%; TGFb inhibitor: inconclusive; Abeta yeast res: 10%; Nrf2 block: -6%; Nrf2 activator: 20%

What do the screens show for `Cc1cccc(CN2CCN(Cc3ccc4nonc4c3)CC2CCO)n1` (stereo not given)?
A549 viability: 3%; HepG2 tox: -13%; TGFb inhibitor: -16%; Abeta yeast res: 17%; pAkt inh: inactive; Nrf2 block: 0%; MmCpn inh: 0%; Nrf2 activator: 2.7%; CCT modulator: 0.6

What do the screens show for `CCOc1ccc(-c2cc(C(=O)OC)[nH]n2)cc1`?
A549 viability: 2%; HepG2 tox: -36%; TGFb inhibitor: -2%; Abeta yeast res: 6%; pAkt inh: inactive; Nrf2 block: inconclusive; MmCpn inh: 3%; Nrf2 activator: 3.2%; CCT modulator: 2.1

Results for Cc1sc(NC(=S)Nc2ccc(F)cc2)c(C(N)=O)c1C ?
A549 viability: 1%; HepG2 tox: -19%; TGFb inhibitor: -14%; Abeta yeast res: 13%; pAkt inh: inactive; Nrf2 block: 3%; MmCpn inh: -13%; Nrf2 activator: 7.0%; CCT modulator: -2.2

Results for NC1=NCc2ccccc21 ?
A549 viability: -4%; HepG2 tox: 9%; TGFb inhibitor: -1%; Abeta yeast res: 13%; pAkt inh: inactive; Nrf2 block: -8%; MmCpn inh: 1%; Nrf2 activator: 0.1%; CCT modulator: 0.2

How did Nc1nc(Cl)cc(N2CCC(c3cc(-c4ccc(Cl)cc4)n[nH]3)CC2)n1 do in these assays?
A549 viability: inconclusive; HepG2 tox: 11µM*; TGFb inhibitor: 11µM*; Abeta yeast res: -83%[inhibitor]; pAkt inh: inactive; Nrf2 block: 8.2µM*; MmCpn inh: -2%; Nrf2 activator: 6.0%; CCT modulator: 0.9

What do the screens show for `Nc1ccc(N=Nc2ccccc2O)c(N)c1`?
A549 viability: inconclusive; HepG2 tox: 0%; TGFb inhibitor: inconclusive; Abeta yeast res: -12%; pAkt inh: inactive; Nrf2 block: -7%; Nrf2 activator: 18%; CCT modulator: 1.5

Results for CCC(c1nnnn1-c1ccc2c(c1)OCCO2)N1CCN(C(=O)C2CCCO2)CC1 (stereo not given) ?
Abeta yeast res: 1%; pAkt inh: inactive; Nrf2 activator: -0.4%; CCT modulator: 0.7

Results for COc1ccc(CC(=O)NCc2ccccc2Cl)cc1S(=O)(=O)N1CCOCC1 ?
A549 viability: -5%; HepG2 tox: -27%; TGFb inhibitor: -7%; Abeta yeast res: -8%; pAkt inh: inactive; Nrf2 block: 1%; MmCpn inh: 1%; Nrf2 activator: -0.5%; CCT modulator: 0.4

What do the screens show for `Cc1sc2nc(CSCC(=O)N(C)CC(=O)Nc3ccc(F)cc3)[nH]c(=O)c2c1C`?
A549 viability: -2%; HepG2 tox: 2%; TGFb inhibitor: 13%; Abeta yeast res: 18%; pAkt inh: inactive; Nrf2 block: -23%; MmCpn inh: 1%; Nrf2 activator: 2.4%; CCT modulator: -2.4

What do the screens show for `COc1ccc(C(C(=O)NC2CCCC2)N(C(=O)c2ccco2)c2ccccc2OC)cc1` (stereo not given)?
A549 viability: -3%; HepG2 tox: -5%; TGFb inhibitor: -3%; Abeta yeast res: -6%; pAkt inh: inactive; Nrf2 block: 2%; MmCpn inh: 3%; Nrf2 activator: -0.3%; CCT modulator: -1.8

What do the screens show for `O=C(OCc1nnc(-c2ccccc2)o1)c1cc(S(=O)(=O)N2CCOCC2)ccc1F`?
A549 viability: -6%; HepG2 tox: 3%; TGFb inhibitor: 0%; Abeta yeast res: 12%; pAkt inh: inactive; Nrf2 block: 14%; MmCpn inh: -1%; Nrf2 activator: -0.2%; CCT modulator: -2.5
